Screening results (PubChem)
Platelet DG rel: inhibitors of platelet dense granule secretion, primary screen, cell-based, MLPCN, human platelets. human platelet-rich plasma, SFLLRN dense granule ATP release, luminescence. inhibition, %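 (compounds screened at 7.5 µM in platelet-rich plasma)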. hit rate 0.22% among 300,000;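 active = mean replicate score, as percent of positive control, at or above 50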
RGS4 inh: RGS4 inhibitors, primary screen, cell-based, HEK293 M3R inducible RGS4, calcium flux. Regulator of G-protein signaling 4 (Homo sapiens), P49798. Fluo-4 calcium flux; stronger effect = higher value; triggered by carbachol at its EC20. B-score at 10 µM. hit rate 0.45% among 310,000. AID 463165, 2010;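 active = B-score, a plate-corrected calcium signal, over three deviations above library mean, with baseline fluorescence within five deviations of library mean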;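 note: RGS4 expression induced by doxycycline in cells with stable M3 receptor; B-score is computed from the integrated fluorescence ratio over baseline after carbachol; higher B-score means a larger calcium signal and so more RGS4 inhibition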
TRPC4 inh: inhibitors of mouse TRPC4 channel, primary screen, Fluo4 calcium, HEK293 TRPC4beta/mu-opioid cells. AID 2247, 2010. hit rate 0.39% among 300,000. DAMGO-evoked Fluo4 calcium flux; stronger effect = lower value. B-score at 10 µM;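 active = B-score over 3 SD under the library average, no early fluorescence shift, positive overall ratio signal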
Target sequence (Q9QUQ5 whole entry, looked up): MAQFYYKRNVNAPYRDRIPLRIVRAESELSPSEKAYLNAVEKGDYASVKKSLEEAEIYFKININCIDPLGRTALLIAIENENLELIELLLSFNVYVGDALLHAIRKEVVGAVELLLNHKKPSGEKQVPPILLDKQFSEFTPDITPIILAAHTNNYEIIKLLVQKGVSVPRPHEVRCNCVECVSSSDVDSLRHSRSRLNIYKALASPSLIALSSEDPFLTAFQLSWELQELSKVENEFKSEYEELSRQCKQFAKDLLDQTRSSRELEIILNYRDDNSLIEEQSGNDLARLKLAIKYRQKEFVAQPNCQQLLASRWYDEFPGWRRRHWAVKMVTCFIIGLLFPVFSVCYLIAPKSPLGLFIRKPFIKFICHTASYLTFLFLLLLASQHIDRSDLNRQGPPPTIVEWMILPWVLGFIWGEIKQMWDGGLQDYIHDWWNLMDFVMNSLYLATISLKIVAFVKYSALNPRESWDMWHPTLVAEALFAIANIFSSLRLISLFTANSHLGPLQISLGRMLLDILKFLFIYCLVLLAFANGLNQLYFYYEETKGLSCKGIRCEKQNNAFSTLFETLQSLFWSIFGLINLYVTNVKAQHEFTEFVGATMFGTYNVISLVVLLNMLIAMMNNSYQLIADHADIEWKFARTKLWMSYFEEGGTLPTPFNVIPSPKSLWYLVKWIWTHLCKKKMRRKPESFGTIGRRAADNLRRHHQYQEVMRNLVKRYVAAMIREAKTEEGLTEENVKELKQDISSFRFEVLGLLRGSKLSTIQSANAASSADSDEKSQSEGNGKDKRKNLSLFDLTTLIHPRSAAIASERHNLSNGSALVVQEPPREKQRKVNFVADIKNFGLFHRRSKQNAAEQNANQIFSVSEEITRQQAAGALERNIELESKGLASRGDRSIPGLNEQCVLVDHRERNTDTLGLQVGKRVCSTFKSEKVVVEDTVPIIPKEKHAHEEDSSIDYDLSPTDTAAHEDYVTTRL
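Material: HEK293 cells with stable TRPC4beta plus mu-opioid receptor expression; probe or stimulus: DAMGO in two steps, submaximal then maximal; technique: Fluo4 calcium fluorescence by kinetic imaging, 5 s 1 Hz baseline; measure: integrated fluorescence ratio relative to baseline, converted to per-well B score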
HIF act: HIF pathway transcriptional activators, primary screen, cell-based, U2OS HRE-luciferase, luminescence. U2OS HRE-luciferase reporter; normalized: DMSO 0%, desferrioxamine 100%. activation, % at 7.5 µM (by protocol). hit rate 0.32% among 300,000;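 active = mean activation of at least 10% of the iron chelator positive control signal, with at least half of replicates also reaching 10%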
MrgX1 ag: agonists of human MrgX1 receptor, primary screen, HEK293 cells, Fluo-4 calcium flux; Fluo-4 calcium fluorescence, agonist mode; stronger effect = higher value; AID 588627, 2011; hit rate 0.44% among 310,000; Mas-related G-protein coupled receptor member X1 (Homo sapiens), Q96LB2; B-score at 10 µM;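 active = calcium response B-score plate-corrected fluorescence ratio at least 3 library SD, with starting fluorescence B-score inside 5 SD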
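Test system: HEK293 cells stably expressing human MrgX1 receptor; Input: fifteen thousand cells per well; Dosing: compound delivered in addition one of three; Schedule: overnight seeding, then 1 h dark dye loading; Technique: Fluo-4 NW calcium fluorescence; Measure: B-scored fluorescence response ratio; Controls: positive and negative controls per plate.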
MrgX1 antagonist: antagonists of human MrgX1 receptor, primary screen, HEK293 cells, Fluo-4 calcium flux; hit rate 1.3% among 310,000; BAM8-22 antagonism; stronger effect = lower value; B-score at 10 µM; Mas-related G-protein coupled receptor member X1 (Homo sapiens), Q96LB2;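 active = calcium-response B-score plate-corrected more than 3 library SD below zero, starting fluorescence within 5 deviations, no agonist response on first addition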;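 note: peak minus trough fluorescence over baseline after final BAM8-22 challenge near maximal dose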
MrgX1 PAM: positive allosteric modulators of MrgX1, primary screen, HEK293 cells, Fluo-4 calcium flux. Mas-related G-protein coupled receptor member X1 (Homo sapiens), Q96LB2. AID 588675, 2011. B-score at 10 µM. hit rate 0.63% among 310,000. FDSS; stronger effect = higher value;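 active = plate-corrected calcium response at least 3 library SD above typical, normal starting fluorescence, not activating the receptor alone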;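 note: compound read alongside a low EC10 to EC30 dose of BAM8-22 agonist; peak minus trough fluorescence over baseline measured at the second addition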
TRPC6 act: mouse TRPC6 channel activators, primary screen, cell-based, HEK293, membrane potential dye | HEK293-TRPC6 membrane potential dye fluorescence; stronger effect = higher value | B-score at 10 µM | hit rate 0.13% among 310,000 | AID 2550, 2010;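 active = B-score of the integrated fluorescence ratio above library mean plus 3 SD, and starting fluorescence ratio within library mean plus 5 SD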;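 note: higher score means more depolarization so channel activation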
SKKanGAS inh: S. pyogenes SKKanGAS growth inhibitors in kanamycin, primary screen, streptokinase expression inhibitor project, SKKanGAS strain, BacTiter-Glo luminescence; 6 h; inhibition, % at 7.5 µM; hit rate 1.3% among 300,000; AID 1662, 2009;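 active = mean replicate score, as percent of positive control median, at least 50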;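 note: strain carries kanamycin resistance gene driven by streptokinase promoter and grows in 40 µg/ml kanamycin; loss of luminescence reflects streptokinase promoter inhibition or plain growth inhibition; 0% = median of DMSO wells and 100% = positive control at its reference dose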
TRPC6 inhibitor: mouse TRPC6 channel inhibitors, primary screen, cell-based, HEK293, membrane potential dye | Short transient receptor potential channel 6 (Mus musculus), Q61143 | ACh-evoked depolarization; stronger effect = lower value | B-score at 10 µM | hit rate 1.1% among 310,000;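 active = B-score under library mean minus 3 SD, initial fluorescence not abnormally high, positive integrated signal ratio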;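 note: B-score derived from integrated fluorescence ratio over the kinetic read; more negative B-score means stronger inhibition of depolarization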
RGS4 pot: RGS4 potentiators or activators, primary screen, cell-based, HEK293 M3R inducible RGS4, calcium flux; B-score at 10 µM; hit rate 0.92% among 310,000; AID 463111, 2010; carbachol calcium flux Fluo4; stronger effect = lower value;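 active = B-score of the integrated calcium signal more than 4 SD below the library mean, with starting fluorescence not abnormally high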;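 note: negative B-score means reduced calcium response which marks RGS4 activation or potentiation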
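test system = M3R-expressing HEK293 line, RGS4 induced by doxycycline | probe or stimulus = carbachol at ECmax as muscarinic agonist stimulus | timing = dye loading 30 min 37 °C, buffer rest 30 min RT | signal = calcium dye Fluo4 fluorescence | evaluation = B score from integrated fluorescence ratio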
* marks the source's active call; other numbers are inactive results.

Screening O=C(COC(=O)c1ccc(S(=O)(=O)NCc2ccco2)cc1)Nc1ccccc1OC(F)F returned Platelet DG rel 1, RGS4 inh inactive, TRPC4 inh inactive, HIF act 0.0, MrgX1 ag inactive, MrgX1 antagonist inactive, MrgX1 PAM inactive, TRPC6 act inactive, SKKanGAS inh 0, TRPC6 inhibitor inactive and RGS4 pot inactive.
For CCCCNC(=O)C1(c2ccc(OC)cc2)CCOCC1 the results were Platelet DG rel 4, RGS4 inh inactive, TRPC4 inh inactive, HIF act -0.2, MrgX1 ag inactive, MrgX1 antagonist inactive, MrgX1 PAM inactive, TRPC6 act inactive, SKKanGAS inh -1, TRPC6 inhibitor inactive and RGS4 pot inactive.
`CCCS(=O)(=O)N1CCN(CC2CC3C=CC2C3)CC1` (stereo not drawn) gave RGS4 inh inactive, TRPC4 inh inactive, MrgX1 ag inactive, MrgX1 antagonist inactive, MrgX1 PAM inactive, TRPC6 act inactive, TRPC6 inhibitor inactive and RGS4 pot inactive.
Nc1c(C(=O)OCC(=O)Nc2ccc(Cl)cc2[N+](=O)[O-])[nH]c(=O)[nH]c1=O was read as Platelet DG rel -3, RGS4 inh inactive, TRPC4 inh inactive, HIF act -0.2, MrgX1 ag inactive, MrgX1 antagonist inactive, MrgX1 PAM inactive, TRPC6 act inactive, SKKanGAS inh 8, TRPC6 inhibitor inactive and RGS4 pot inactive.
`Cc1csc(N/N=C/c2ccccc2F)n1` gave Platelet DG rel 5, RGS4 inh inactive, TRPC4 inh inactive, HIF act -5.9, MrgX1 ag inactive, MrgX1 antagonist inactive, MrgX1 PAM inactive, TRPC6 act inactive, SKKanGAS inh 1, TRPC6 inhibitor inactive and RGS4 pot inactive.
For CC(NCC(O)COc1ccc2ccccc2c1)c1ccccc1 (stereo not drawn) the results were Platelet DG rel 19, RGS4 inh inactive, TRPC4 inh inactive, HIF act -3.3, MrgX1 ag inactive, MrgX1 antagonist inactive, MrgX1 PAM inactive, TRPC6 act inactive, SKKanGAS inh 3, TRPC6 inhibitor inactive and RGS4 pot inactive.
Screening Cc1ccc(S(=O)(=O)NCCSc2nnc(N)s2)cc1 returned Platelet DG rel 12, RGS4 inh inactive, TRPC4 inh inactive, HIF act -0.1, MrgX1 ag inactive, MrgX1 antagonist inactive, MrgX1 PAM inactive, TRPC6 act inactive, SKKanGAS inh 5, TRPC6 inhibitor inactive and RGS4 pot inactive.
Screening Cc1cc(C)c2cc(CN(CC3CCCO3)C(=S)NCc3ccco3)c(=O)[nH]c2c1 (stereo not drawn) returned Platelet DG rel 3, RGS4 inh inactive, TRPC4 inh inactive, HIF act -0.3, MrgX1 ag inactive, MrgX1 antagonist inactive, MrgX1 PAM inactive, TRPC6 act inactive, SKKanGAS inh -6, TRPC6 inhibitor inactive and RGS4 pot inactive.
Screening Cc1ccc2cc3cc(C(=O)N4CCN(C(=O)c5ccco5)CC4)sc3nc2c1 returned Platelet DG rel 7, RGS4 inh inactive, TRPC4 inh inactive, HIF act 0.2, MrgX1 ag inactive, MrgX1 antagonist inactive, MrgX1 PAM inactive, TRPC6 act inactive, SKKanGAS inh 1, TRPC6 inhibitor inactive and RGS4 pot inactive.
O=C(NNS(=O)(=O)c1ccc([N+](=O)[O-])cc1)C1CCCCC1 was read as Platelet DG rel -2, RGS4 inh inactive, TRPC4 inh inactive, HIF act 0.1, MrgX1 ag inactive, MrgX1 antagonist inactive, MrgX1 PAM inactive, TRPC6 act inactive, SKKanGAS inh -2, TRPC6 inhibitor inactive and RGS4 pot inactive.
CN(C)C(=O)N1CCCC(C(=O)NCCc2ccccc2)C1 (stereo not drawn) was read as Platelet DG rel 11, RGS4 inh inactive, TRPC4 inh inactive, HIF act 1.6, MrgX1 ag inactive, MrgX1 antagonist inactive, MrgX1 PAM inactive, TRPC6 act inactive, SKKanGAS inh -2, TRPC6 inhibitor inactive and RGS4 pot inactive.
For O=C(NNc1cccc(Cl)n1)c1ccccc1CC[N+](=O)[O-] the results were Platelet DG rel 0, RGS4 inh inactive, TRPC4 inh inactive, HIF act -0.1, MrgX1 ag inactive, MrgX1 antagonist inactive, MrgX1 PAM inactive, TRPC6 act inactive, SKKanGAS inh 4, TRPC6 inhibitor inactive and RGS4 pot inactive.
O=C(Cn1cccc1C(=O)c1ccccc1)NCc1ccc(F)cc1 was read as Platelet DG rel -1, RGS4 inh inactive, TRPC4 inh inactive, HIF act 0.7, MrgX1 ag inactive, MrgX1 antagonist inactive, MrgX1 PAM inactive, TRPC6 act inactive, SKKanGAS inh -5, TRPC6 inhibitor inactive and RGS4 pot inactive.
For O=C(NCCCNC(=O)NC1CCCCC1)NC1CCCCC1 the results were Platelet DG rel -7, RGS4 inh inactive, TRPC4 inh inactive, HIF act -0.1, MrgX1 ag inactive, MrgX1 antagonist inactive, MrgX1 PAM inactive, TRPC6 act inactive, SKKanGAS inh -1, TRPC6 inhibitor inactive and RGS4 pot inactive.
Screening CCCCOc1ccc(S(=O)(=O)N2CCCCCC2)cc1 returned Platelet DG rel 1, RGS4 inh inactive, TRPC4 inh inactive, MrgX1 ag inactive, MrgX1 antagonist inactive, MrgX1 PAM inactive, TRPC6 act inactive, SKKanGAS inh 8, TRPC6 inhibitor -5.6* and RGS4 pot inactive.
Screening Cc1c(N2C(=O)/C(=C/c3ccccc3)SC2=S)c(=O)n(-c2ccccc2)n1C returned Platelet DG rel -2, RGS4 inh inactive, TRPC4 inh inactive, HIF act -1.3, MrgX1 ag inactive, MrgX1 antagonist inactive, MrgX1 PAM inactive, TRPC6 act inactive, SKKanGAS inh 3, TRPC6 inhibitor inactive and RGS4 pot inactive.
Screening CSc1cccc(NC(=S)N(CCCN2CCCC2)Cc2cccn2Cc2ccc(Cl)cc2)c1 returned Platelet DG rel -3, RGS4 inh inactive, TRPC4 inh inactive, HIF act 0.1, MrgX1 ag inactive, MrgX1 antagonist inactive, MrgX1 PAM inactive, TRPC6 act inactive, SKKanGAS inh -7, TRPC6 inhibitor inactive and RGS4 pot inactive.
For OCCN(Cc1ccccc1)Cc1cccc(Cl)c1Cl the results were Platelet DG rel -1, RGS4 inh inactive, TRPC4 inh inactive, HIF act -0.2, MrgX1 ag inactive, MrgX1 antagonist inactive, MrgX1 PAM inactive, TRPC6 act inactive, SKKanGAS inh 3, TRPC6 inhibitor inactive and RGS4 pot inactive.
For Cc1ccnc(NS(=O)(=O)c2ccc(NC(=O)CC(C)c3ccccc3)cc2)n1 (stereo not drawn) the results were Platelet DG rel -1, RGS4 inh 6.2*, TRPC4 inh inactive, HIF act 0.1, MrgX1 ag inactive, MrgX1 antagonist inactive, MrgX1 PAM inactive, TRPC6 act inactive, SKKanGAS inh 1, TRPC6 inhibitor inactive and RGS4 pot inactive.
COc1cc(C(=O)NC2(C(F)(F)F)NC(=O)N(CCCc3ccccc3)C2=O)cc(OC)c1OC (stereo not drawn) was read as Platelet DG rel 6, RGS4 inh inactive, TRPC4 inh inactive, HIF act 0.5, MrgX1 ag inactive, MrgX1 antagonist inactive, MrgX1 PAM inactive, TRPC6 act inactive, SKKanGAS inh -11, TRPC6 inhibitor inactive and RGS4 pot inactive.
`CCc1ccc(N(C(=O)CNC(=O)c2cccs2)C(C(=O)NC(C)(C)C)c2cc(OC)c(OC)c(OC)c2)cc1` (stereo not drawn) gave Platelet DG rel -5, RGS4 inh inactive, TRPC4 inh inactive, HIF act 0.0, MrgX1 ag inactive, MrgX1 antagonist inactive, MrgX1 PAM inactive, TRPC6 act inactive, SKKanGAS inh -1, TRPC6 inhibitor inactive and RGS4 pot inactive.
CSc1ccccc1C(=O)NCCSc1ccc(C)cc1 was read as Platelet DG rel 8, RGS4 inh inactive, TRPC4 inh inactive, HIF act -2.0, MrgX1 ag inactive, MrgX1 antagonist inactive, MrgX1 PAM inactive, TRPC6 act inactive, SKKanGAS inh 2, TRPC6 inhibitor inactive and RGS4 pot inactive.
COc1ccccc1-n1c2nc3ccccc3nc2c2c(=O)n(-c3cc(C)cc(C)c3)cnc21 was read as Platelet DG rel 6, RGS4 inh inactive, TRPC4 inh inactive, HIF act -0.3, MrgX1 ag inactive, MrgX1 antagonist inactive, MrgX1 PAM inactive, TRPC6 act inactive, SKKanGAS inh 28, TRPC6 inhibitor inactive and RGS4 pot inactive.
Screening C=CCn1c(Sc2ccccc2)nc2c1c(=O)[nH]c(=O)n2C returned Platelet DG rel -24, RGS4 inh inactive, TRPC4 inh inactive, HIF act 0.0, MrgX1 ag inactive, MrgX1 antagonist inactive, MrgX1 PAM inactive, TRPC6 act inactive, SKKanGAS inh 0, TRPC6 inhibitor inactive and RGS4 pot inactive.
CN1CCN(C(=O)c2ccc(OCCOc3ccccc3)cc2)CC1 was read as Platelet DG rel 4, RGS4 inh inactive, TRPC4 inh inactive, HIF act -0.5, MrgX1 ag inactive, MrgX1 antagonist inactive, MrgX1 PAM inactive, TRPC6 act inactive, SKKanGAS inh 6, TRPC6 inhibitor inactive and RGS4 pot inactive.
`CNc1cccccc1=S` gave Platelet DG rel -1, RGS4 inh inactive, TRPC4 inh inactive, HIF act -0.1, MrgX1 ag inactive, MrgX1 antagonist inactive, MrgX1 PAM inactive, TRPC6 act inactive, SKKanGAS inh -4, TRPC6 inhibitor inactive and RGS4 pot inactive.
`CC(C)c1ccccc1OCCNC(=O)c1cccnc1` gave Platelet DG rel -5, RGS4 inh inactive, TRPC4 inh inactive, HIF act 0.1, MrgX1 ag inactive, MrgX1 antagonist inactive, MrgX1 PAM inactive, TRPC6 act inactive, SKKanGAS inh -4, TRPC6 inhibitor inactive and RGS4 pot inactive.
